ADAM10 inh – inhibitors of human ADAM10; O14672; AID 720582; actives 0.62% (n = 370,000); inhibition, % at 7 µM; recombinant ADAM10, EDANS/DABCYL FRET peptide cleavage, 3 h;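 active = inhibition above a per-campaign cutoff equal to the mean of compounds falling between control-based bounds plus 3 SD, cut at about 20% in these data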;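 also: 0% = DMSO wells while the 100% control is not disclosed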
Tn6 DDE FP – disrupts Tn6 cyclic peptide binding to fibrin D-Dimer-E complex. P02675. Fibrin DD(E) TRITC-Tn6 fluorescence polarization displacement. inhibition, % at 8.3 µM. actives 0.21% (n = 370,000);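 active = inhibition above a per-campaign cutoff: mean of compounds within control limits plus 3 SD, cut at about 15% in these data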;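 also: 0% = median of all compound wells on the plate and 100% = blocking peptide control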
Target sequence (P02675 whole entry, looked up): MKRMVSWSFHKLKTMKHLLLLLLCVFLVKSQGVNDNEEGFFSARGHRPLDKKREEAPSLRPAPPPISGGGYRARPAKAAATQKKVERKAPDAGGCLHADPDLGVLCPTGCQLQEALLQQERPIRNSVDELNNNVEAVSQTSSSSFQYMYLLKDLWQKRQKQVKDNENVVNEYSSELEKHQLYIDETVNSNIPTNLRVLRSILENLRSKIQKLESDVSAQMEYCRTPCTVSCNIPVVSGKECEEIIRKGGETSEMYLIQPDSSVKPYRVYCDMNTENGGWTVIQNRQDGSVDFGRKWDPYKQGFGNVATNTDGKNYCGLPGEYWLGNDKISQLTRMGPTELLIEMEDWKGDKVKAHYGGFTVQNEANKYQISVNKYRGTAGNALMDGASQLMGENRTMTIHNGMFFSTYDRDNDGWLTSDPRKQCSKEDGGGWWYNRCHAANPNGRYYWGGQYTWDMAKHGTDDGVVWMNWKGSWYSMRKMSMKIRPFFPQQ
ARFGAP1 inhibitor – inhibitors of rat ARFGAP1. Q62848. Arfgap1-stimulated ARF1 GTP hydrolysis, GDP FP detection. inhibition, % at 16.5 µM. actives 0.26% (n = 360,000). AID 651572;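 active = inhibition above a per-plate limit, mean inhibition of low control wells plus 3 SD, cut at about 25% in these data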;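 also: 0% = DMSO wells with enzyme and 100% = wells lacking Arfgap1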
Target sequence (Q62848 1-136 limits assumed): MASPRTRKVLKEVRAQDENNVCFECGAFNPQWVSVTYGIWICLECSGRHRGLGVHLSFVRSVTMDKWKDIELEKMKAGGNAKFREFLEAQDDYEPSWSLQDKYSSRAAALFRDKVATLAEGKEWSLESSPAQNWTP
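system = rat Arfgap1 catalytic domain, aa 1-136 | technique = FP, GDP Alexa 633 tracer displaced from anti-GDP antibody, 620/688 nm | compound = one concentration, 16.5 µM, DMSO 1.26% | medium = HEPES-based buffer, pH 7.5 | timing = compound-enzyme preincubation 20 min, reaction 120 min, detection 60 min, 25 °C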
TDP2 inh – blocks human TDP2 phosphodiesterase activity | inhibition, % at 12.8 µM | recombinant TDP2, T5PNP hydrolysis, p-nitrophenol absorbance 415 nm | AID 720702 | actives 0.34% (n = 370,000);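 active = inhibition above the mean of all tested compounds plus 3 SD, set per campaign, cut at about 25% in these data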;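 also: 0% = DMSO with enzyme and 100% = buffer with substrate but no TDP2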
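System: recombinant human TDP2 / Amount: 120 nM TDP2 per well / Also added: 5 mM T5PNP chromogenic substrate / Doses: 12.8 µM single point, 1% DMSO / Incubation: 2 h at 37 °C / Detection: p-Nitrophenol epi absorbance / Evaluation: % inhibition relative to enzyme-containing and enzyme-free wells / Repeats: singlicate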
ASAP1 inh – inhibitors of human ASAP1 ArfGAP activity; AID 624377; ASAP1-stimulated ARF1 GTP hydrolysis, GDP FP detection; actives 0.19% (n = 360,000); inhibition, % at 16.5 µM; in the data active = inhibition above about 25%;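 also: 0% = vehicle with enzyme and substrate and 100% = no enzyme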
Target sequence (Q9ULH1 325-724 limits assumed): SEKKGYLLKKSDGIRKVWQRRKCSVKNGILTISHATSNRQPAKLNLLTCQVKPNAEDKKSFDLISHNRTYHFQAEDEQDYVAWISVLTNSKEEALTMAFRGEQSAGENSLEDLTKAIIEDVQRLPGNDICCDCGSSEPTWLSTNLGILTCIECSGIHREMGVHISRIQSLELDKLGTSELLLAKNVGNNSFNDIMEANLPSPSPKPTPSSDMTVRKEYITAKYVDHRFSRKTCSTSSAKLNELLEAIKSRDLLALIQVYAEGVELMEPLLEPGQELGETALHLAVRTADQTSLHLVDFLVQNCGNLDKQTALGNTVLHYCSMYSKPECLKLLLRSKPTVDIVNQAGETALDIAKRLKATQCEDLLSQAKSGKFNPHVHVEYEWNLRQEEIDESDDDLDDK
LEDGF integ inh – blocks HIV-1 LEDGF/p75-dependent DNA integration | TR-FRET IN-LEDGF/p75 DNA integration, Eu/Cy5 | inhibition, % at 3.7 µM | actives 0.64% (n = 370,000);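 active = inhibition above the screen-wide mean plus 3 SD, cut at about 13% in these data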;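 also: signal is the Cy5 over europium emission ratio at 671 and 618 nm; 0% = plate median of compound wells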
PLC-gamma1 inh – blocks human PLC-gamma1 enzyme activity. inhibition, % at 12.2 µM. purified PLC-gamma1, fluorogenic substrate, fluorescence. actives 0.84% (n = 370,000). P19174; in the data active = inhibition above about 9.5%
proKLK7 act – activators of human kallikrein-7 zymogen; P49862; purified proKLK7, EDANS-DABCYL substrate fluorescence; 100% is mature enzyme control, 0% vehicle; activation, % at 7 µM; actives 0.9% (n = 370,000);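 active = activation above the mean of all tested compounds plus 3 SD, computed per campaign excluding outliers beyond control limits, cut at about 13% in these data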
Tn7 DDE FP – disrupts Tn7 cyclic peptide binding to fibrin D-Dimer-E complex; FP displacement of FITC-Tn7 peptide from fibrin DD(E); 0% = median of compound wells per plate; inhibition, % at 8.3 µM; actives 0.13% (n = 370,000); AID 720508;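 active = inhibition above the mean of compounds falling within the control limits plus 3 SD of them, cut at about 14% in these data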;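 also: 0% = plate median of compound wells and 100% = 10 µM Aha-Tn7 peptide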
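System: human fibrin DD(E); quantity: Fibrin-DD(E) at 2 µM final; also added: fluorescent Tn7 probe at 0.1 µM; compound dosing: single nominal test concentration of 8.3 µM per compound; schedule: 10 min preincubation, 3 h with tracer, room temperature; detection: fluorescence polarization of the labelled Tn7 tracer; repeats: one replicate per compound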
ADAM17 inh – ADAM17 inhibition, QFRET primary screen; P78536; recombinant ADAM17, EDANS/DABCYL FRET peptide cleavage; inhibition, % at 6.95 µM; actives 0.83% (n = 370,000); AID 720648;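 active = inhibition above the mean of compounds lying between control limits plus 3 SD, set per campaign, cut at about 8.5% in these data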;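 also: 0% = DMSO-only wells as the low control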
An asterisk follows results filed as active; i = inactive; . = no result given. Rows are unselected; any-hit rate near 4.2%.

SMILES	ADAM10 inh	Tn6 DDE FP	ARFGAP1 inhibitor	TDP2 inh	ASAP1 inh	LEDGF integ inh	PLC-gamma1 inh	proKLK7 act	Tn7 DDE FP	ADAM17 inh
COCCn1c(SCC(=O)Nc2ccc(C)cc2C)nc2c(oc3ccccc32)c1=O	-10.5	8.0	9.7	8.1	7.0	-2.6	-1.8	-0.5	4.7	-2.3
COC(=O)c1cc2c(c3c4ccccc4n(S(=O)(=O)c4ccc(OC)cc4)c13)C(=O)N(Cc1ccccc1OC)C2	1.0	-3.5	23.4	3.6	11.7	-0.8	-14.4	-2.4	2.5	-0.1
Cc1ccc(C)c(NC(=O)[C@@H]2CCCN2S(=O)(=O)c2cccc3cccnc23)c1	1.6	2.0	.	2.8	.	2.3	2.0	.	-5.5	-2.6
Nc1ncnc2c1ncn2[C@@H]1O[C@H](CNS(=O)(=O)c2ccc3c(c2)CCN(C(=O)C(F)(F)F)C3)[C@@H](O)[C@H]1O	-13.5	-0.3	4.0	9.1	3.6	-2.5	3.0	0.3	1.7	-5.3
CC(Oc1cccc(Cl)c1)C(=O)Nc1cc(S(=O)(=O)N2CCOCC2)ccc1N1CCCCC1 (centres undefined)	10.5	-9.8	-3.7	4.3	-2.7	-0.9	3.3	0.4	-0.1	3.8
C=CCn1c(CNS(=O)(=O)c2ccc(Cl)cc2)n[nH]c1=S	1.0	-4.2	-0.1	-3.5	-5.3	2.3	-1.8	1.2	-6.6	-0.8
O=C(O)COc1ccccc1/C=C1\SC(=S)N(NC(=O)c2ccccc2O)C1=O	-2.8	-3.4	-0.3	15.8	5.0	6.1	-22.3	0.4	3.7	-4.5
Cc1onc(-c2c(F)cccc2Cl)c1C(=O)N1CCCc2ccccc21	7.7	-9.3	-3.1	6.3	-11.3	1.0	1.1	-1.2	3.3	-2.1
Cc1ccc2nc(SCC(=O)c3ccc(Cl)cc3)nc(=O)n2c1	-23.8	-1.5	26.6*	-7.9	15.7	-8.5	-6.4	-0.1	-6.8	1.8
Cc1cc2ncc(C(N)=O)cn2n1	-8.6	-3.2	-2.8	-8.0	4.0	-3.5	-1.1	0.4	-4.6	-3.3
COc1ccccc1Nc1ncnc2c1cnn2-c1cccc(C)c1	3.1	-3.8	8.0	-3.2	16.5	-2.9	-3.0	-0.1	4.2	1.3
COc1ccc(C(=O)Nc2nc3ccc(S(C)(=O)=O)cc3s2)cc1	-6.5	-1.2	10.4	-23.1	7.1	1.6	-3.5	-0.1	0.8	5.3
CCOC(=O)C(C)N1C(=O)S/C(=C/c2cc(C)n(-c3ccncc3)c2C)C1=O (centres undefined)	-5.8	3.6	-3.8	11.0	1.0	-0.7	-21.9	-0.6	-3.5	-3.1
COc1ccc(CCNC(=O)CN(C)S(=O)(=O)c2cccc3nsnc23)cc1OC	14.3	-1.8	-3.1	3.0	5.8	1.0	3.1	0.8	-2.3	-2.6
CCOc1cc(N2CCOCC2)c(OCC)cc1NC(=O)C(NC(=O)c1c(F)cccc1F)C(C)C (centres undefined)	-6.9	6.5	-0.6	4.8	11.4	-1.5	0.8	0.0	-0.6	-4.6
C[C@@H](NC(=O)OC(C)(C)C)c1nnc(S(=O)(=O)Cc2ccccc2)o1	-0.9	3.3	-5.7	10.0	-3.5	1.6	1.5	0.1	1.8	-3.9
Cc1ccc(C(=O)NCCN2CCOCC2)cc1C	2.3	-5.2	-8.6	-11.3	4.8	0.1	-2.5	-0.5	-3.5	2.6
Cc1c(NS(=O)(=O)c2ccc(NC(=O)CCC(=O)O)cc2)c(=O)n(-c2ccccc2)n1C	-11.9	-3.2	3.7	0.3	3.9	0.6	1.4	0.0	0.8	-2.4
Cn1nc(C(F)(F)F)c2cc(NC(=O)OCC(C)(C)C)sc21	18.9	-6.6	-5.3	-2.1	2.9	0.3	-0.3	-0.4	2.8	8.9*
Cc1ccc(S(=O)(=O)c2nc(-c3cccs3)oc2N2CCC(C(N)=O)CC2)cc1	5.2	-1.3	18.4	-14.6	-22.5	1.8	1.7	0.4	0.9	0.9
Cc1nc2sc(C(c3cccc(F)c3)N3CC(C)OC(C)C3)c(O)n2n1 (centres undefined)	2.4	2.9	3.6	-10.3	-2.6	-2.2	0.0	-0.1	0.3	-3.5
Cc1cccc(NC(=O)C(CCC(N)=O)NC(=O)OCc2ccccc2)c1 (centres undefined)	10.4	4.2	-3.1	-18.0	-13.4	0.5	-1.0	-0.5	2.3	1.2
Fc1ccc(/C=N/NC(=S)Nc2ccc(Cl)cc2)cc1F	2.5	1.2	-4.3	-1.4	-10.3	-4.3	-5.9	0.4	0.8	-0.4
CCCOc1cccc(OCC(=O)Nc2nc3ccccc3[nH]2)c1	6.5	3.4	1.3	-0.1	10.4	1.0	1.5	0.0	3.1	-3.3
CCOc1ccccc1C(C(=O)NC1CCCC1)N(C(=O)c1csnn1)C1CC1 (centres undefined)	-2.0	-1.8	13.1	-15.8	-0.3	-4.9	0.4	0.5	0.3	4.1

The last four entries of the section before open the next one:
SMILES	ADAM10 inh	Tn6 DDE FP	ARFGAP1 inhibitor	TDP2 inh	ASAP1 inh	LEDGF integ inh	PLC-gamma1 inh	proKLK7 act	Tn7 DDE FP	ADAM17 inh
Cc1cccc(NC(=O)C(CCC(N)=O)NC(=O)OCc2ccccc2)c1 (centres undefined)	10.4	4.2	-3.1	-18.0	-13.4	0.5	-1.0	-0.5	2.3	1.2
Fc1ccc(/C=N/NC(=S)Nc2ccc(Cl)cc2)cc1F	2.5	1.2	-4.3	-1.4	-10.3	-4.3	-5.9	0.4	0.8	-0.4
CCCOc1cccc(OCC(=O)Nc2nc3ccccc3[nH]2)c1	6.5	3.4	1.3	-0.1	10.4	1.0	1.5	0.0	3.1	-3.3
CCOc1ccccc1C(C(=O)NC1CCCC1)N(C(=O)c1csnn1)C1CC1 (centres undefined)	-2.0	-1.8	13.1	-15.8	-0.3	-4.9	0.4	0.5	0.3	4.1
N#Cc1ccc2ccn(CC(=O)NCc3ccccc3)c2c1	-23.1	1.4	11.1	-8.4	10.3	3.4	7.8	-0.4	-4.8	-6.4
O=C(Nc1ccncc1)c1cc(-c2ccccn2)nc2ccccc12	4.9	4.4	-6.2	15.3	0.7	1.2	0.1	0.2	-2.3	-2.0
C=CCN([C@@H](CC(C)C)C(=O)OC)S(=O)(=O)N(CC=C)[C@@H](CC(C)C)C(=O)OC	6.8	8.7	1.7	-9.2	8.0	1.6	-2.1	-0.1	-5.5	1.6
COCC(C)NC(=O)Cc1ccc(F)cc1 (centres undefined)	0.3	-2.3	-7.7	3.0	-4.6	1.3	0.9	0.0	-4.3	1.2
COc1ccc(NC(=O)CCNS(=O)(=O)c2ccc(C)c(C)c2)cc1OC	-4.2	11.6	-2.0	7.6	9.4	-0.3	2.6	0.4	2.9	-0.4
COC(=O)c1c(C)oc2ccc(N(C(=O)c3ccncc3)S(=O)(=O)c3ccc(C)cc3C)cc12	13.1	5.4	8.6	-8.9	8.4	-4.3	-2.3	-1.0	1.2	0.4
Nc1c(C(=O)Nc2ccc(Cl)c(C(=O)O)c2)sc2nc3c(cc12)CCCC3	-41.9	3.3	-7.0	3.1	1.9	-0.1	-207.0	-1.5	1.1	-11.3
Cc1cc(=O)[nH]c2cc(O)ccc12	i	2.8	-2.2	17.6	8.9	2.4	-316.5	-123.8	-3.8	i
COc1cccc(CN2CCNC(=O)C2CC(=O)NCC(C)(C)N2CCOCC2)c1OC (centres undefined)	-12.6	-3.4	-0.5	9.0	3.8	-3.7	-4.8	0.3	2.5	-6.6
COCCN(C(=O)CNC(=O)c1ccco1)C(C(=O)NC1CCCC1)c1cccc(OC)c1 (centres undefined)	0.3	2.6	-6.8	9.0	-5.2	-3.1	-1.5	-0.2	1.3	-0.9
Cn1ncc(Cl)c1C(=O)NCc1ccc2c(c1)OCO2	-2.2	-2.5	-7.4	-0.2	-5.5	0.5	3.6	-0.2	-3.0	-2.3
CCN1CCCC1CNC(=O)c1c(O)c2c([nH]c1=O)CCCC2 (centres undefined)	-1.0	1.6	-12.1	-6.1	-9.5	-3.6	-1.8	0.4	2.1	-2.7
C[C@H](NC(N)=O)C(=O)OCC(=O)Nc1ccc(OC(F)F)cc1	-9.3	-1.1	0.7	-7.3	4.7	-4.7	1.9	0.6	-0.9	-3.5
Cc1cccc(C)c1OCC(=O)Nc1oc(-c2ccccc2)c(-c2ccccc2)c1C#N	-2.6	-4.5	0.6	-19.1	-0.4	3.7	-6.6	-0.2	1.0	1.3
Cc1ccc(NCc2ccc(Cl)nc2)c(NCc2ccc(Cl)nc2)c1	-38.3	-2.3	-10.1	5.7	-8.7	-0.9	-14.5	0.8	2.9	-14.2
O=C(O)CCn1c(=O)sc2ccccc21	-8.4	-1.5	18.9	-14.5	9.5	-4.6	-4.9	0.3	-2.1	-5.0
COc1cc(NC(=O)c2ccc(Cl)cc2)c(OC)cc1Cl	-7.3	-7.7	2.2	-9.9	3.3	-5.2	0.7	-2.1	2.1	-1.3
CC(=O)Nc1ccc(CN2CCC2(C)C(=O)NC2CCN(Cc3ccccc3)CC2)cc1 (centres undefined)	-10.7	-3.6	6.8	6.5	-1.2	-1.6	0.3	0.1	1.3	-6.7
O=C(NNC(=S)NCc1ccccc1)c1ccccc1OC(F)F	6.0	4.8	-2.5	-2.8	9.8	-0.1	-2.4	-0.1	4.9	4.3
CCOc1ccc(-n2nnc3c(=O)n(C/C=C/c4ccccc4)cnc32)cc1	0.0	-1.7	2.8	7.4	-11.6	0.7	-0.7	0.6	-6.3	-0.5
Cc1ccc2nc(N3CCN(c4cccc(C)c4C)CC3)c3nnnn3c2c1	-4.7	1.9	3.5	11.0	-6.2	0.8	-1.9	-0.5	-1.9	-8.4
Cc1cccc(/N=C/C2=C(O)CC(C)(C)CC2=O)n1	1.1	-2.8	12.6	-3.2	-8.6	0.0	-1.1	0.2	7.5	-2.6
COc1ccc(N(CC(=O)NCCSCc2ccco2)S(=O)(=O)c2ccc(C)cc2)cc1	3.4	-2.5	9.8	-5.5	17.6	-1.1	-2.2	0.3	7.8	1.6
Cn1nnnc1Sc1ccc(C(=O)O)cc1[N+](=O)[O-]	-12.9	2.2	-3.5	-2.9	-16.5	-8.0	-0.3	-0.3	1.0	-4.2
Cc1nc2ccc(C(=O)O)cc2[nH]1	4.9	2.2	21.1	2.2	9.7	0.9	0.8	0.1	-1.7	-2.4
CCOc1ccc(-n2c(SCC(=O)Nc3ccc(CC)cc3)nc3n[nH]c(C)c3c2=N)cc1	-22.2	0.6	22.8	-19.3	-2.5	3.8	5.5	0.1	4.1	-4.8

Bioassay records as filed in PubChem.
